# Screening data from PubChem.
# CatB mix inh: human cathepsin B inhibition by mixtures. Purified cathepsin B, AMC dipeptide fluorescence, compound mixtures. 62,000 compounds, 0.06% hits. inhibition, %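 (ten-compound pools at 5 µM per compound and 50 µM total)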. P07858. AID 488; in the data active means inhibition above about 22%, passing the limit was not always enough;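 further: 0% = enzyme without compound and 100% = no enzyme blank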
# Cathepsin G inh: inhibitors of human cathepsin G; P08311; purified enzyme, AMC-tetrapeptide fluorescence, pooled mixtures; inhibition, % at 5 µM (by protocol); 62,000 compounds, 0.2% hits;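 active means inhibition above 20% in each of the two mixture wells holding the compound; inactive means inhibition of 20% or less in either well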;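 further: 0% = enzyme control without mixture and 100% = blank lacking enzyme; strong numbers were not always called active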
# HER2 expr 66K: inhibitors of human Her2 kinase expression | P04626 | SKBR-3 HER2 protein level, AlphaScreen, 18-24 h; active compounds read low | HER2 level % of control, % at 10 µM | 65,000 compounds, 0.69% hits | AID 645;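 active means HER2 level under 5% of the carrier-only control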;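 further: 100% = DMSO carrier and 0% = 500 nM PU-H71 HSP90 inhibitor; lower value means stronger loss of Her2 protein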
# Target sequence (P04626 whole entry, looked up): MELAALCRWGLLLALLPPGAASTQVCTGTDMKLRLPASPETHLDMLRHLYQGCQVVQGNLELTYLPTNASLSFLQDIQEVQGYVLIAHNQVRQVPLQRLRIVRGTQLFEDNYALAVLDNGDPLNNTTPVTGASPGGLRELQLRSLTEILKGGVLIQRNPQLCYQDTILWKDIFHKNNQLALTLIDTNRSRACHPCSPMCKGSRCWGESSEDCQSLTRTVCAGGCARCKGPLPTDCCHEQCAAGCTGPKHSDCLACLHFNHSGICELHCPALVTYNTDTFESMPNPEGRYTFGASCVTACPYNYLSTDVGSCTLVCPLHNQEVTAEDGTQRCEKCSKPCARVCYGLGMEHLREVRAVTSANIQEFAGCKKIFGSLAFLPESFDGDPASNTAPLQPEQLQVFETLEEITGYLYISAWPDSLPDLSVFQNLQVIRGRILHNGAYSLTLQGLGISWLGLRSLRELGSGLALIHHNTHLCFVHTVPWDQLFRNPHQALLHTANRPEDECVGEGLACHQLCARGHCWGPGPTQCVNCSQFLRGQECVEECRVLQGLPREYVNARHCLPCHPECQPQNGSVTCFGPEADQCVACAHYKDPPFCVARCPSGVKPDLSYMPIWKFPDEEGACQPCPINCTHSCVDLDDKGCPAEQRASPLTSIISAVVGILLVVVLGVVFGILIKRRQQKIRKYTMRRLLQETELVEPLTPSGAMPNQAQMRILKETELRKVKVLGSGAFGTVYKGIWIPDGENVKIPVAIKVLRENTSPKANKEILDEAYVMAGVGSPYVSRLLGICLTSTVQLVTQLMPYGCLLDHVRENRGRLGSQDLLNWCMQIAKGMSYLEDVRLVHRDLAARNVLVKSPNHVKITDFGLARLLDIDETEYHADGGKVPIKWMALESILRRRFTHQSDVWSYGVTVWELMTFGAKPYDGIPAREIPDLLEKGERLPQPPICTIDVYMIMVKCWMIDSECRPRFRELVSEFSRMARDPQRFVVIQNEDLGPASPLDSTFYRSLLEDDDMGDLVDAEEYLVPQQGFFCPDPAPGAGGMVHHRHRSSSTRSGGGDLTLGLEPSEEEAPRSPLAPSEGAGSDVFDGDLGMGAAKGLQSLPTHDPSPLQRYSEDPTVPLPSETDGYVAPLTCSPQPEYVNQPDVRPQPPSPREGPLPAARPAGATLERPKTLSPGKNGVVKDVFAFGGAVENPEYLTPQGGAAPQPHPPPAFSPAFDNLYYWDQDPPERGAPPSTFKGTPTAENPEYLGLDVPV
# ROCK2 blocker: inhibitors of human Rho kinase 2; purified ROCK2, Kinase-Glo ATP depletion luminescence; 60,000 compounds, 0.35% hits; inhibition, % at 6 µM;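 active means inhibition above the screen-wide mean inhibition plus 3 SD, cut at about 18% in these data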;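 further: plate controls were DMSO wells for no effect and Y-27632 control wells after no-enzyme background subtraction for full effect; many of its hits are not listed in these tables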
# CatS inh: human cathepsin S inhibition | recombinant cathepsin S, AMC dipeptide fluorescence, pooled mixtures | AID 501 | inhibition, %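 (tested at 5 µM per compound within 10-compound mixtures)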 | P25774 | 62,000 compounds, 0.06% hits; in the data active means inhibition above about 32%, passing the limit was not always enough;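 further: 0% = enzyme without compound and 100% = blank without enzyme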
# C1s inh: human complement C1s inhibition | purified C1s, fluorogenic AMC substrate, pooled mixtures | mean inhibition % of two 10-compound mixtures (active compounds read high), % at 5 µM (by protocol) | 62,000 compounds, 0.16% hits;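 active means inhibition above 20% in each of the two 10-compound mixture wells holding the compound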;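 further: 0% = enzyme wells lacking compound mixture and 100% = no-enzyme blank wells; some compounds called inactive have numbers as strong as hits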
# CatB block: human cathepsin B inhibition; P07858; purified cathepsin B, fluorogenic substrate, fluorescence; inhibition, %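 (tested at 10 µM)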; 63,000 compounds, 0.1% hits; AID 453; in the data active means inhibition above about 21%;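 further: 0% = enzyme with no compound and 100% = no enzyme blank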
# CatL inh: blocks human cathepsin L protease activity; purified cathepsin L, fluorogenic substrate, fluorescence; P07711; inhibition, %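 (tested at 10 µM)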; 58,000 compounds, 0.17% hits; in the data active means inhibition above about 45%;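 further: 0% = enzyme with no compound and 100% = no enzyme blank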
# PKA inh: blocks human protein kinase A activity; 65,000 compounds, 0.1% hits; AID 524; inhibition, % at 6 µM; PKA Kemptide phosphorylation, Kinase-Glo ATP luminescence;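 active means inhibition above the screen-wide mean inhibition plus 3 SD, cut at about 21% in these data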; further: many of its hits are not listed in these tables
# * marks the source's active call; other numbers are inactive results; / = not tested or not shown.
SMILES,CatB mix inh,Cathepsin G inh,HER2 expr 66K,ROCK2 blocker,CatS inh,C1s inh,CatB block,CatL inh,PKA inh
O=C(CSc1nnc(-c2ccccc2O)o1)N1CCc2ccccc2C1,-4,37,53,/,3,-35,6,12,2
CC(C)Cn1c(N)c(S(=O)(=O)c2cccs2)c2nc3ccccc3nc21,-5,5,64,5,7,-32,0,-15,9
COc1ccc(N(CC(=O)N2CCc3ccccc32)S(=O)(=O)c2c(C)noc2C)cc1,-1,8,88,1,-26,12,2,-6,9
CCOC(=O)C1=C(N)N(c2ccccc2Oc2ccccc2)C(=O)C1,2,7,119,4,7,7,4,11,10
Cn1c(Cn2nnc3ccccc32)nnc1SCC(=O)NCc1ccc2c(c1)OCO2,3,8,106,7,5,14,-1,23,-3
O=C1CC(C(=O)Nc2ccc(Br)cc2)C2(CCCC2)O1 (stereo not given),5,4,101,8,0,3,3,4,8
CCOC(=O)C1CCN(C(=O)CSCCSCC(=O)N2CCC(C(=O)OCC)CC2)CC1,5,14,93,1,0,19,1,4,-1
CCCCCCC1C(C#N)=C(N)OC2=C1C(=O)CC(C)(C)C2 (stereo not given),3,-2,56,5,3,-4,0,0,2
Cc1cc2nn(-c3ccccc3)nc2cc1NC(=O)c1cccs1,2,-1,48,-2,15,-4,1,6,-5
NS(=O)(=O)c1ccc(C(=O)O)cc1,4,-11,91,5,-5,-12,-1,11,2
O=C(NCc1ccc2c(c1)OCO2)C1CCC(CNc2c(N3CCCCC3)c(=O)c2=O)CC1 (stereo not given),3,9,103,-3,-1,13,3,0,-1
COc1ccc(OC)c(C(=O)COC(=O)C2CC3CCCC(C2)C3=O)c1 (stereo not given),-4,10,105,5,6,13,3,13,9
CCOC(=O)CC(=O)CSc1ncc(C(=O)OCC)c(N)n1,9,3,89,0,-1,5,2,5,0
CC1CC(c2ccccc2)n2nc(NC(=O)CCc3ccccc3)nc2N1 (stereo not given),3,6,108,4,5,34,1,1,8
CCN(CC)CCN=CC1=C(O)CNC1=O,1,-3,112,5,4,9,-2,21,12
O=c1c2ccccc2nnn1CSc1nnc(-c2ccc3c(c2)OCO3)o1,0,1,66,7,27,1,2,/,9
O=C(NCc1ccccc1)c1ccc2c(c1)OCCO2,7,9,101,4,3,13,5,1,6
CC1Cc2nc(SCC(=O)Nc3ccccc3F)n(C)c(=O)c2S1 (stereo not given),2,2,94,-3,4,8,1,10,-5
Cn1c(=O)oc2cc(S(=O)(=O)NCCc3ccccc3)ccc21,-2,-9,71,3,-1,-22,2,0,2
Cc1ccccc1S(=O)(=O)Cc1ccc(C(=O)N2CCN(C3CCCCC3)CC2)o1,4,8,91,4,-4,-8,4,/,6
Cc1cccc(C)c1OCc1nnc(SCC(=O)Nc2ccccc2F)o1,1,10,83,5,4,7,-2,-1,3
COc1cccc(CNc2ncc(Br)cc2Br)c1O,/,/,100,7,/,/,7,31,7
O=C(O)c1cccc(-n2cnnn2)c1,1,7,108,-1,-6,6,-1,-14,4
COc1ccc(Br)cc1CNC(=O)C1CCN(S(=O)(=O)N2CCCC2)CC1,-3,-12,130,3,-6,-39,-1,-7,14
CC(=O)NC(C)C12CC3CC(CC(C(=O)O)(C3)C1)C2 (stereo not given),4,13,120,4,-4,13,4,-7,-1
# Remaining list, next part
SMILES,CatB mix inh,Cathepsin G inh,HER2 expr 66K,ROCK2 blocker,CatS inh,C1s inh,CatB block,CatL inh,PKA inh
CCOC(=O)Nc1ccc2c(c1)N(C(=O)N1CCN(C)CC1)c1ccccc1S2,4,0,101,-4,15,0,-3,0,-6
Cc1cc(C)n(-c2ccc(C(=O)N3CCc4ccccc43)cc2)n1,-6,-13,95,7,-6,-37,-2,/,9
Cc1ccc(C(=O)C2=C(O)C(=O)N(CCCN(C)C)C23C(=O)N(C)c2ccccc23)o1 (stereo not given),3,1,134,-1,-6,1,-3,0,-5
Cc1cc2c3nonc3ccc2n1-c1ccccc1,-4,4,105,/,4,-14,5,-15,/
Cc1cccc(OCCCN2CCCCCC2)c1,1,5,110,3,-7,1,4,7,-1
CN(CCNC(=O)c1ccc(N2CCCC2=O)cc1)CCc1ccccc1,5,8,108,/,16,4,-6,0,9
Cc1cccc(NC(=O)c2cc3n(n2)C(C(F)(F)F)CC(c2ccc4c(c2)OCO4)N3)c1 (stereo not given),5,10,103,7,13,5,4,6,6
CC1CCN(c2ccc(C(=O)NCc3cccs3)cn2)CC1,-5,-5,110,-3,-16,-43,0,8,-2
N#CC1=C(N)OC(c2ccccc2)=C(C#N)C1c1ccc2c(c1)OCO2 (stereo not given),-1,-8,80,-1,6,8,2,8,4
COc1ccc(CCNC(=O)CN2C(=O)C3(OCCCO3)c3ccccc32)cc1OC,2,7,118,8,1,-3,3,13,11
Cc1cc(C)nc(N2CCC(C(=O)N3CCN(c4cc(Cl)ccc4C)CC3)CC2)n1,-1,11,53,5,-4,1,4,35,11
COc1ccc(CC(C(=O)Nc2cc(C)ccc2C)/C(N)=N/O)cc1 (stereo not given),-7,11,61,2,-6,3,-4,31,7
O=C(c1ccco1)N1CCN(c2c(-c3ccccc3)c3cc(Cl)ccc3[nH]c2=O)CC1,3,12,96,0,-12,10,2,-6,-5
COc1ccccc1N1CCN(C(=O)C2CCN(S(=O)(=O)N3CCOCC3)CC2)CC1,6,13,107,-1,6,11,4,-2,-4
Cc1ccc(C)c(C(=O)NCCN(C)C)c1,2,-4,86,5,-6,-59,-5,1,9
O=C(NCc1ccco1)c1cc(-c2ccc3c(c2)OCO3)on1,2,14,70,4,0,5,2,20,9
Cc1ccc(S(=O)(=O)Cn2nnnc2C(c2ccccc2)N2CCN(c3ncccn3)CC2)cc1 (stereo not given),3,11,56,-1,-7,8,1,-2,-1
O=C(O)c1ccc(CSc2nnnn2C2CCCCC2)cc1,1,8,68,7,-2,12,4,5,6
COc1ccccc1C(=O)Nc1cccc(-c2cn3ccsc3n2)c1,9,-3,70,-2,13,-2,11,/,5
O=C(CN1C(=O)NC2(CCCCC2)C1=O)Nc1ccccc1Cl,3,-1,101,-14,-16,1,-6,-14,-2
COc1ccccc1NC(=O)CN1CCN(C2c3ccccc3-c3ccccc32)CC1,2,-6,110,3,-1,-59,2,5,11
COc1cc2nc(NCC3CCCO3)n3nc(-c4cccnc4)nc3c2cc1OC (stereo not given),-2,-12,87,1,-4,-11,0,4,5
Cc1ccc(S(=O)(=O)N2CCCC2C(=O)Oc2ccccc2)cc1 (stereo not given),-1,2,94,4,-10,-83,5,-4,7
O=C(CCCc1nc(-c2ccccc2)no1)Nc1cccnc1,-5,-28,96,8,-42,-70,2,-8,11
CCCC(C)C(=O)Nc1nnc(C)s1 (stereo not given),3,0,105,5,-5,6,-6,-1,10

# Only CatS inh and ROCK2 blocker (4 entries from above):
Molecule	CatS inh	ROCK2 blocker
COc1ccccc1NC(=O)CN1CCN(C2c3ccccc3-c3ccccc32)CC1	-1	3
Cc1ccc(S(=O)(=O)Cn2nnnc2C(c2ccccc2)N2CCN(c3ncccn3)CC2)cc1 (stereo not given)	-7	-1
O=C(NCc1ccco1)c1cc(-c2ccc3c(c2)OCO3)on1	0	4
Cc1ccc(S(=O)(=O)N2CCCC2C(=O)Oc2ccccc2)cc1 (stereo not given)	-10	4

# Next part
SMILES,CatB mix inh,Cathepsin G inh,HER2 expr 66K,ROCK2 blocker,CatS inh,C1s inh,CatB block,CatL inh,PKA inh
Cc1cc(OCC(=O)Nc2ccc3oc(-c4ccncc4)nc3c2)ccc1Cl,-2,-9,95,1,-32,-88,4,-35,-3
CCOC(=O)Cc1csc(-n2sc3ccccc3c2=O)n1,-1,10,103,3,14,-8,2,15,6
CCc1nnc(NC(=O)c2ccc(N(C)S(=O)(=O)c3ccccc3)cc2)s1,4,0,84,-1,2,-32,-2,/,3
Cc1ncoc1C(=O)Nc1cccc(Cl)c1,1,8,151,0,8,0,3,11,9
COC(=O)c1cc2c([nH]c3ccccc32)c(C)n1,3,10,98,3,18,8,2,-20,6
CC(C)(C)NC(=O)c1cnn2c1NC(c1ccc(F)cc1)CC2C(F)(F)F (stereo not given),-2,4,95,6,-6,-16,-2,5,9
COCCCN1C(=O)C(=O)/C(=C(/O)c2ccc3c(c2)OCCO3)C1c1ccc(C(=O)OC)cc1 (stereo not given),-3,0,115,10,7,-4,1,-6,10
CCC1CCCCN1CC(=O)c1c(C)[nH]c2ccccc12 (stereo not given),-1,11,99,3,6,8,2,/,3
COCCNC(=O)CN1CCOc2ccccc21,1,-1,84,0,5,-10,2,/,-5
COc1ccc(-c2cc(C(=O)OC3CCOC3=O)c3ccccc3n2)cc1OC (stereo not given),1,10,82,-3,-1,14,1,-6,1
Cc1ccc(NC(=O)c2oc3ccc(S(=O)(=O)N4CCOCC4)cc3c2C)cc1C,0,-12,128,2,2,15,4,-19,11
O=C(c1cc2ccccn2n1)N1CCN(c2cccc(C(F)(F)F)c2)CC1,2,0,128,/,7,-4,-6,15,-6
O=C(Nc1ccc2c(c1)OCO2)c1cnc2n(c1=O)CCS2,0,3,111,4,2,4,-2,10,11
COc1cccc(OCCOc2c(OC)cccc2OC)c1,3,7,104,7,-3,0,1,-1,9
Cc1cc(C)n2nc(SC3CCCCN(C(=O)c4ccc(F)cc4)C3=O)nc2n1 (stereo not given),5,12,143,4,4,16,4,4,9
COC(=O)CSC1=NS(=O)(=O)c2ccccc21,4,11,87,3,19,10,6,9,11
O=C(CCCC(=O)N(CC(=O)NC1CCCC1)Cc1ccccc1Cl)Nc1ccccn1,-2,8,73,-2,-3,0,1,9,5
COc1ccccc1N(C)S(=O)(=O)c1ccc(C(=O)OCC(=O)NCc2ccco2)cc1,3,0,94,6,1,3,3,1,7
COc1cccc(NC(=O)Nc2cccs2)c1,-1,4,87,-1,6,3,-2,4,-4
O=C(CSc1nnc(-c2ccc(Br)o2)n1Cc1ccccc1)c1ccccc1F,-8,5,88,3,9,-38,2,-7,2
C#CC1(O)CC(C)NCC1(C)CCC#N (stereo not given),-25,-31,94,-3,-27,-145,-1,22,-1
O=C1CC(N2CCOCC2)C(=O)N1CCN1C(=O)CC(N2CCOCC2)C1=O (stereo not given),5,-2,120,6,-3,1,-5,0,14
CCOC(=O)c1c(N)nn(C(=O)C(C)C)c1-c1ccccc1,7,-6,116,5,16,2,5,31,6
O=C(c1ccc(N2CCOCC2)cc1)c1cccs1,4,3,89,2,-11,-40,2,11,3
Cc1ccc(C(=O)N2Cc3ccccc3CC2C(=O)O)cc1 (stereo not given),0,4,92,2,-4,9,4,9,8
# (next part)
SMILES,CatB mix inh,Cathepsin G inh,HER2 expr 66K,ROCK2 blocker,CatS inh,C1s inh,CatB block,CatL inh,PKA inh
O=C(OCc1nnc(-c2ccccc2)o1)c1cn(-c2ccccc2)nc1-c1ccccc1,1,6,192,/,-5,-23,-1,-8,9
CCOC(=O)CSc1nnc(CCc2nc3ccccc3[nH]2)n1C,0,9,103,2,6,14,3,10,-9
COC(=O)c1cc(OC)c(OC)cc1NC(=O)CCc1ccc(C)o1,-4,10,112,5,7,5,-1,9,8
COc1ccc(CCn2c(SCC(=O)Nc3cc(C)on3)nc3ccsc3c2=O)cc1OC,4,0,109,/,-5,6,-10,-8,-4
C=CCNc1nc(-c2ccc(OC)cc2OC)cs1,2,1,49,3,13,1,-3,-1,9
COc1cccc(-c2nc(CS(=O)(=O)CC(=O)NCc3ccccc3)c(C)o2)c1,0,4,78,-2,2,2,1,13,-9
N#Cc1c(NC(=O)CSc2nnnn2C2CCCC2)sc2c1CCCC2,-8,7,78,4,-17,1,2,-4,6
O=C1C2C3C=CC(C3)C2C(=O)N1CCCO (stereo not given),4,10,100,4,8,11,7,12,6
CCCn1c(O)c(CN2CCCCC2)c(C)c(C#N)c1=O,4,8,89,9,7,0,1,1,9
Fc1cc(F)c2nc(N3CCOCC3)sc2c1,-1,6,78,5,-12,1,3,7,11

# Not all compounds are listed, so the mix of outcomes need not match the whole.
